# PI5P4Ka inh = PI5P4K alpha (human) kinase inhibition; P48426; PI5P4Kalpha enzyme, ADP-Glo luminescence, 60 min; active compounds read low; max response, %; 330,000 compounds, 1.2% hits; active = max response of -50% or lower; inconclusive = between -30% and -50%; inactive = -30% or higher; note: value at the top dose of about 77 µM; % is set by controls: 0 for no effect and ±100 for the full control effect
#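 Enzyme plus substrate dispensed, test compounds pinned in, then ATP (5 microM final) added. After 60 min at RT, ADP-Glo reagent 1 for 45 min and reagent 2 for 30 min preceded luminescence imaging.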
# WRN inhibitor = WRN helicase (human) inhibition; Q14191; WRN helicase unwinding, fluorescent forked duplex, kinetic; Potency, µM (doses to about 114 µM), for inactives: at the highest dose activity change, negative = inhibition, hits mostly inhibitors; 360,000 compounds, 0.46% hits; note: potency is the fitted concentration of half-maximal effect; % is set by controls: 0 for no effect and ±100 for the full control effect; nearly all actives have a fitted effect of over 55% in size
#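 Kinetic red-fluorescence monitoring (525/598 nm) tracks WRN helicase activity after 100 nM fluorophore-quencher forked duplex and 2 mM ATP are added to 20 nM enzyme pretreated 15 min at room temperature with compound.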
# Abeta rescue = compounds reversing amyloid beta toxicity in yeast; yeast expressing A-beta42, growth rescue, OD600, 48 h; response scale: 0% DMSO, 100% iron-clioquinol control; Potency, µM (titrated, usually from 46.1 µM), for inactives: at the top dose growth rescue, hits mostly activators; 410,000 compounds, 0.063% hits; AID 1347071; note: potency is the fitted concentration of half-maximal effect; nearly all actives have a fitted effect of over 55% in size
#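 Yeast growth medium received pinned compounds, then yeast cells expressing toxic A-beta were added; plates incubated at 30 C for 48 hr. Growth read as absorbance at 600 nm, normalized to DMSO and equimolar FeCl3 plus clioquinol controls.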
# EPAC1 antag = antagonists of human EPAC1; O95398; EPAC1 GEF assay, Rap1b-BODIPY-GDP exchange fluorescence; Potency, µM (highest dose often 115 µM), without a hit: at the highest dose activity change, negative = inhibition, hits mostly inhibitors; 360,000 compounds, 0.14% hits; AID 720709;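 note: potency is the fitted concentration of half-maximal effect; plate controls were vehicle for no effect and positive control for full effect; nearly all actives have a fitted effect of over 50% in size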
# PLK1 PBD inh = PLK1 (human) polo-box domain binding inhibition | 360,000 compounds, 2.8% hits | Potency, µM, for inactives: max response, negative = inhibition, usual class: inhibitors | AID 720504 | P53350 | Plk1 PBD binding of FITC phosphopeptide, fluorescence polarization; note: potency is the fitted concentration of half-maximal effect; series mostly up to about 57 µM; % is set by controls: 0 for no effect and ±100 for the full control effect; nearly all actives have a fitted effect of over 65% in size
# FUS suppressor = suppressors of FUS proteinopathy in yeast; Potency, µM (highest dose often 76.6 µM), inactives show top-dose growth rescue (activation), actives largely listed as activators; 390,000 compounds, 0.24% hits; S. cerevisiae FUS-expressing, growth rescue, OD600, 24 h;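 note: potency is the fitted concentration of half-maximal effect; plate controls were DMSO vehicle for no effect and reference control for full effect; nearly all actives have a fitted effect of over 55% in size; some results filed as inactive show a strong effect at the top dose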
#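 Galactose (2%) drives FUS expression in yeast precultured in raffinose; seeding density OD 0.005. Test compounds incubated 24hr at 30C and 99% humidity before absorbance at 600 nm was measured.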
# EPAC1 agonist = EPAC1 (human) agonism | O95398 | 360,000 compounds, 0.073% hits | Potency, µM (top dose mostly 154 µM), inactives show top-dose activation, actives largely listed as activators | EPAC1 agonist qHTS, biochemical assay; response scale: 100% = response to 6.5 mM cAMP | AID 720707; note: potency is the fitted concentration of half-maximal effect; nearly all actives have a fitted effect of over 60% in size
#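 EPAC1 100 nM, Rap1B–BODIPY-GDP 250 nM, unlabeled GDP 50 uM; compound titration; 5 min RT; kinetic read ex480/em540 at 5-min intervals ×30 min; data normalized to 6.5 mM cAMP agonist control.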
# IL2 activator = IL-2 activation | AID 652025 | IL-2 activation reporter assay, cell-based qHTS; stimulated with anti-CD3/CD4/CD28 beads; in transgenic mouse T cells | 360,000 compounds, 0.065% hits | activation, % (series mostly up to about 46 µM); in the data active = activation above about 50%; inconclusive = mostly about 30% to 49%; note: 0% is about no effect
#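 Readout is EGFP and DsRed signal by fluorescent plate cytometry after 18 h at 37 degrees C. Transgenic mouse T cells (750/well) received compound for 60 min before bead stimulation (anti-CD3, anti-CD4, anti-CD28); memory T cells served as non-tolerant control.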
# * hit, by the source's call; ? = inconclusive; . = no result given; & = joins results of further samples; [ ] = remark or other dose. Unless noted, calls come from the whole dose curve; as a rule, active = well fitted curve in the direction sought with a large enough effect; inconclusive = small, poorly fitted or top-dose-only effect, or another doubt; inactive = no such curve, though single readings can be large; an effect the other way counts as inactive or inconclusive.
Molecule,EPAC1 antag,Abeta rescue,PI5P4Ka inh,WRN inhibitor,PLK1 PBD inh,EPAC1 agonist,FUS suppressor,IL2 activator
COc1cccc(-c2noc(-c3ccc(Br)o3)n2)c1,6%,-10%,14,-4%,1%,7%,-4%,0.7
CCN(C(=O)COC(=O)CCC1CCCC1)c1c(N)n(Cc2ccccc2)c(=O)[nH]c1=O,13%,4%,3,8%,9%,6%,3%,-3.7
CCOC(=O)CSc1nnc(NC(=O)c2cccc(S(=O)(=O)N3CCCCCC3)c2)s1,21%,13%,.,-1%,-7%,6%,11%,-2.1
O=C(Nc1cccnc1)c1cc2c(ccc3ccccc32)o1,-12%,10%,-4,?,-4%,5%,18%,-1.9
COc1cccc(/C=N\NC(=O)C2C(=O)NCC2c2ccccc2)c1O (stereo not drawn),2%,2%,7,-11%,1%,-3%,-10%,3.4
CCOC(=O)c1cnc(-n2nc(C)cc2C)nc1NCc1ccccc1,-8%,-60%[inhibitor],12,-14%,-2%,-6%,.,-0.3
O=[N+]([O-])c1cccc(/C=N/NC2CCS(=O)(=O)C2)c1 (stereo not drawn),-11%,-7%,5,-6%,-12%,10%,12%,2.2
N#Cc1cc2ccccc2nc1SCC(=O)Nc1ccccc1N1CCOCC1,-2%,3%,16,-8%,-1%,30%,.,0.8
COc1ccc(C(=O)NC(=S)NNC(=O)c2ccco2)cc1,8%,?,?,10%,-9%,-5%,18%,0.1
CC1CCCN(C(C(=O)Nc2ccc(C(C)C)cc2)c2ccc3c(c2)OCO3)C1 (stereo not drawn),-15%,1%,0,-14%,-5%,-15%,0%,-3.0
CC1(C)Cc2nc3oc4c(NCc5ccccc5)ncnc4c3cc2CO1,-3%,7%,2,-7%,-12%,3%,17%,1.6
NNC(=O)CSc1ncc(-c2ccccc2)[nH]1,-11%,-9%,0,1%,5%,-1%,-46%,1.3

# Next part, starting with the last 3 of the part before.
Molecule,EPAC1 antag,Abeta rescue,PI5P4Ka inh,WRN inhibitor,PLK1 PBD inh,EPAC1 agonist,FUS suppressor,IL2 activator
CC1CCCN(C(C(=O)Nc2ccc(C(C)C)cc2)c2ccc3c(c2)OCO3)C1 (stereo not drawn),-15%,1%,0,-14%,-5%,-15%,0%,-3.0
CC1(C)Cc2nc3oc4c(NCc5ccccc5)ncnc4c3cc2CO1,-3%,7%,2,-7%,-12%,3%,17%,1.6
NNC(=O)CSc1ncc(-c2ccccc2)[nH]1,-11%,-9%,0,1%,5%,-1%,-46%,1.3
Cc1ccc(NC(=O)NCc2ccccn2)cc1Cl,-8%,-3%,7,6%,-7%,5%,-1%,0.3
Cc1ccc(N(Cc2cc3ccc(C)cc3[nH]c2=O)C(=O)c2ccco2)cc1,6%,-18%,?,-6%,27µM*,-11%,13%,-0.7
Cc1ccsc1C(=O)c1sccc1C,7%,-2%,-2,-4%,-6%,-8%,21%,-2.1
S=C(NCc1cccs1)Nc1cccc(Cl)c1,-3%,2%,.,-5%,-20%,0%,19%,-2.7
CCC(=O)NCCc1nc2ccccc2n1CC,-3%,0%,0,-1%,-7%,6%,-2%,-3.3
CCc1cccc2c(C(=S)N3CCOCC3)c[nH]c12,10%,8%,1,0%,-7%,-5%,-6%,-2.3
COc1ccc(NC(=O)C2=CC(c3ccc(OC)c(OC)c3)=NS(=O)(=O)N2C)cc1,6%,4%,0,-5%,2%,-7%,32µM*,-4.0
CSc1nc2[nH]ncc2c(=O)n1-c1ccccc1,-11%,-5%,2,-2%,3%,4%,.,-2.3
O=C(Cn1cnc2ccccc21)c1ccc(Br)cc1,-24%,4%,-9,0%,-21%,2%,6%,1.0
Cc1nc(NCc2ccccn2)c2c3c(sc2n1)CCCC3,-13%,-2%,1,0%,-1%,4%,4%,4.8
O/N=C(/c1ccc(F)cc1)C1CC1c1c(F)cccc1Cl (stereo not drawn),-17%,6%,12,-5%,-5%,18%,18%,0.0
CSCCC(NC(=O)OCc1ccccc1)C(=O)NCc1cccnc1 (stereo not drawn),13%,13%,-1,-2%[57.1 µM],1%,-3%,-2%,5.7
O=C(CCC(=O)NC1CCCCCC1)Nc1nnc(C(F)(F)F)s1,-5%,23%,.,-2%,-7%,2%,12%,-2.0
COc1cccc2cc(C(=O)C3=C(O)C(=O)N(CCN4CCOCC4)C3c3cccc(Cl)c3)oc12 (stereo not drawn),24%,6%,-8,-11%[11.6 µM],-29%,0%,?,-3.2
COC(=O)CSc1ccnc2cc(Cl)ccc12,-20%,-11%,8,-7%,8%,3%,-1%,0.9
CCOC1=C2CN(S(=O)(=O)c3ccc(C)cc3)CC[C@@H]2N(S(=O)(=O)c2ccc(C)cc2)[C@H](c2ccccc2)C1,7%,2%,2,4%,-11%,13%,-26%,-0.8
Cn1c(=O)c2c(nc(CN3CCN(c4ccccc4)CC3)n2Cc2c(F)cccc2Cl)n(C)c1=O,15%,-6%,-4,4%,-5%,-4%,2%,3.9
COc1cc(O)c(C(CC(=O)N2CCCC(C)C2)c2cc(OC)c(OC)c(OC)c2)c(OC)c1 (stereo not drawn),-3%,-5%,-4,2%,3%,-5%,2%,-0.2
COC(=O)c1cc2occc2n1Cc1nc(-c2ccc(Cl)cc2)oc1C,-2%,-3%&1%,-2,4%,30µM*,3%,3%&-16%,-2.9
O=C(NC1CCCCCC1)C1CC(=O)N(Cc2ccccc2)C1 (stereo not drawn),1%,6%,-1,0%,-14%,-3%,17%,-1.0
CC1CCN(C(=O)c2ccc([N+](=O)[O-])o2)CC1,-14%,-48%[inhibitor],-1,6%[57.1 µM],-2%,2%,-45%,-0.4
Cc1cccc(NC(=O)COC(=O)c2c(-c3ccccc3)noc2C)c1,-13%,-3%,1,0%,-8%,19%,-21%,-2.6
O=C(Nc1ccncc1)c1ccc(Cl)c([N+](=O)[O-])c1,-6%,-11%,3,-5%,-1%,11%,-20%,-2.1
CCOC(=O)c1ccc(Oc2ccc(C(F)(F)F)cn2)cc1,-23%,3%,1,0%,-7%,-12%,-38%,-0.7
CC(C)N(CCCNC(=O)C1CCC(CNS(=O)(=O)c2ccccc2)CC1)Cc1ccccc1 (stereo not drawn),1%,-7%,4,-1%,-9%,5%,11%,-2.6
Cc1ccnc(N2CCC(C(=O)Nc3cccc(C(F)(F)F)c3)CC2)n1,-4%,-4%,.,-4%,1%,9%,4%,-1.9
COc1ccc(NC(=O)COC(=O)CCSc2ccccc2)cc1OC,-10%,12%,0,-4%,?,1%,2%,1.5
O=C(COc1ccccc1)NNC(=O)c1cc2ccccc2o1,7%,1%,2,10%,-7%,12%,-12%,-0.4
Cc1ccc(Cn2c(SCC(=O)NCC3CCCO3)nc3ccsc3c2=O)cc1 (stereo not drawn),-1%,-9%,-10,1%,-9%,7%,35%,-0.9
COc1ccc(OC)c(NC(=O)Nc2nnc([C@@H]3O[C@H](CO)[C@@H](O)[C@H]3O)s2)c1,13%,1%,-7,0%[57.1 µM],-12%,0%,-22%,-0.2
C/C(CC(=O)Nc1ccc(Cl)c(C(F)(F)F)c1)=N\NC(N)=S,1%,?,-4,8%,-3%,-2%,16%,-1.0
C/C(=N\NC(=O)OC(C)(C)C)c1ccc[nH]1,-4%,-2%,-3,-8%,8%,4%,14%,-3.9
Cc1nn(C)cc1S(=O)(=O)Nc1ccc2c(c1)OCCO2,-1%,0%,1,8%[57.1 µM],0%,0%,-27%,1.4
COc1ccccc1NC(=O)c1ccc(NC(=O)CN(C)Cc2ccccc2F)cc1,5%,5%,0,-11%,-4%,11%,-11%,-3.1
Cc1nc2ccc(C(=O)N3CCN(C(=O)c4ccco4)CC3)cn2c1N(C)C(=O)CCc1ccccc1,5%,-11%,4,-9%,1%,-3%,-7%,-0.2
NC(=NCCc1ccccc1)NS(=O)(=O)c1ccccc1F,-26%,.,-1,5%,-8%,6%,-14%,0.8
Cc1ccc(S(=O)(=O)CCC(=O)N(CCN2CCOCC2)c2nc3ccccc3s2)cc1,-3%,4%,2,-8%,?,3%,28%,-0.5
C=CCN(CC=C)CCOc1cccc2ccccc12,-23%,-1%,6,7%,2%,9%,4%,-5.0
O=C(Nc1cc(Oc2ccccc2)cc([N+](=O)[O-])c1)C12CC3CC(C1)CC(n1cnc(Cl)n1)(C3)C2,8%,4%,2,-1%,-5%,11%,?,-0.3
CNC(=S)N1N=C(c2ccc(C)cc2)CC1c1ccc(Br)cc1 (stereo not drawn),-7%,25%,.,-3%,0%,8%,21%,2.1
CC1CCN(CC(=O)NCCc2ccc(F)cc2)CC1,2%,-7%,-9,-18%,-12%,-5%,-9%,1.4
Cc1cccc(NC(=S)NC2CC3CCCC(C2)N3Cc2ccccc2)c1C (stereo not drawn),-10%,-15%,-3,4%,-22%,11%,3%,-0.8
C=CC[C@H](CC(=O)N[C@H](CO)Cc1ccccc1)C(=O)N[C@H](COC(=O)[C@@H](CC=C)Cc1ccc(F)cc1)Cc1c[nH]c2ccccc12,-27%,-7%,3,-1%,-7%,-11%,21%,-0.1
CCS(=O)(=O)c1ccc2c(c1)N(S(C)(=O)=O)CC(C(=O)NC1CC1)O2 (stereo not drawn),4%,-1%,-3,9%,-2%,2%,13%,2.3
CC(C)c1ccc(NC(=O)CCNS(=O)(=O)c2cccc3nsnc23)cc1,-2%,-4%&4%,.,-8%,-4%,1%,30%&-4%,-1.6
Fc1ccc(C2=NNC(=NCc3ccccc3)SC2)cc1F,3%,-8%,-28,-9%,27µM*,-11%,32%,1.6
COc1ccccc1NS(=O)(=O)c1cc(C(=O)NCC2CCCO2)ccc1C (stereo not drawn),3%,10%,-3,6%,-2%,-6%,12%,-3.2
O=C(CCCC(=O)N(c1cccc(F)c1)C(C(=O)NC1CCCC1)c1ccc(O)cc1)Nc1ccccn1 (stereo not drawn),12%,-8%,-10,4%,?,-6%,20%,-0.5
CC1CCN(c2ccc([N+](=O)[O-])cc2C(N)=O)CC1,-9%,-11%,-3,5%,-5%,-5%,-17%,-1.5
COc1ccc(/C=N\NS(=O)(=O)c2ccc(Br)cc2)cc1COc1ccccc1[N+](=O)[O-],4%,-15%,-2,-12%,-5%,2%,24%,-3.0

# From PubChem
